Compound activity (PubChem BioAssay)
NCI-60 one-dose screen, 48 h, at 10 µM unless noted. Numbers give growth in % (100 = growth as untreated, 0 = no growth, -100 = all killed).
A498 = A498 renal cancer cells | actives 5.4% (n = 76,000)
CAKI-1 = CAKI-1 renal cancer; actives 4.7% (n = 75,000); AID 1794772
U251 = U251 CNS tumor cells | actives 5.4% (n = 80,000) | AID 1794753
SF-539 = SF-539 CNS cancer; actives 6.8% (n = 81,000)
SNB-75 = SNB-75 CNS cancer; actives 5% (n = 79,000); AID 1794750
SF-268 = SF-268 CNS cancer cells; actives 3.1% (n = 82,000); AID 1794759
SNB-19 = SNB-19 CNS cancer cells. AID 1794751. actives 2.5% (n = 81,000)
NCI-H23 = NCI-H23 lung cancer; actives 4% (n = 80,000); AID 1794731
SF-295 = SF-295 CNS cancer cells. actives 5.6% (n = 79,000)
Active calls of the source: *; . = not tested or not shown; & = joins results of further samples; ! = repeats disagree; [ ] = remark or other dose. Rule for the calls: active = growth percent below 10; inactive = the rest. No enrichment for hits, and some 10% of all compounds hit somewhere here.

cpd	Molecule	SNB-75	SF-268	NCI-H23	SNB-19	U251	SF-295	A498	SF-539	CAKI-1
1	CN(C)c1cccc2c(S(=O)(=O)Nc3cccc(-c4csc(NC(=O)CN5CCOCC5)n4)c3)cccc12	99	86	66	82	81	62	78	88	80
2	COc1ccccc1Oc1ccc(N=Cc2ccc(C)cc2)cc1	84	98	104	98	95	89	102	94	99
3	Clc1ccccc1/C=C/C=C1c2ccccc2-c2ccccc21	86	100	105	.	109	110	141	100	90
4	COc1ccc(Cc2nnc(SCC(=O)c3ccc(Cl)cc3)n2Cc2ccccc2)cc1	86	89	87	92	92	100	66	102	76
5	Cc1nc2ccc(C(F)(F)F)cn2c1C(=O)NC1CCCCCC1	94	99	116	94	100	97	.	98	95
6	C=C[C@@H]1CCC/C=C/[C@@H]2C[C@H](O)C[C@H]2[C@H](O)/C=C/C(=O)O1	34	8.2*	5.6*	33	25	15	-18*	30	10
7	C=C(C)[C@@H]1CC[C@]2(C(=O)OC)CC[C@]3(C)[C@H](CC[C@@H]4[C@@]5(C)C/C(=C/c6cccc([N+](=O)[O-])c6)C(=O)C(C)(C)[C@@H]5CC[C@]43C)[C@@H]12	84	94	95	94	95	102	112	95	86
8	COc1cc(/C=C/C(=O)O)cc(Br)c1O	89	106	93	101	103	98	97	103	95
9	N#CC1=C(N)Oc2c(c(=O)[nH]c3ccccc23)C12C(=O)c1ccccc1C2=O	67	92	84	92	99	102	100	93	79
10	Clc1ccc(C(NC2CC3CCC2C3)c2ccccc2)cc1 (stereo not given)	100	116	90	99	95	99	.	104	107
11	Cc1c(N=Cc2ccc(/C=C3/SC(=O)NC3=O)cc2)c(=O)n(-c2ccccc2)n1C	109	94	94	93	113	113	126	112	101
12	N#Cc1c(-c2ccc(Cl)cc2)nc2c(C#N)c(Nc3ccccc3)nn2c1N	98	92	.	101	104	95	65	101	91
13	Cc1c(Cl)cccc1NC(=S)NC(=O)/C=C/c1ccccc1	81	102	102	99	.	128	91	97	99
14	Cc1ccc(C(=O)CN2C=NC3C(N4CCOCC4)=NC=NC32)cc1 (stereo not given)	.	104	103	102	105	102	.	100	82
15	Cc1ccc(NC(=O)Cn2nncc2CN2C(=O)CSC2=O)c(C)c1	95	104	108	105	104	102	119	101	95
16	CCN(CC)CC(O)c1cc(-c2ccc(Cl)cc2)nc2c(C)c(Cl)ccc12 (stereo not given)	-40*	-29*	-89*	.	-94*	-77*	-36*	-99*	-100*
17	O=C(Nc1cccc(Cl)c1)c1cc2ccccc2cc1O	34&46	24&21	9.5*	13	6.3*!	62&14	-34*	12&28	-1.6*
18	O=C(N/N=C\c1ccc(Cl)cc1)c1ccc2nc(-c3ccc(Cl)cc3)[nH]c2c1	88	96	96	92	59	99	63	94	90
19	CCOC(=O)C1=C(C)NC(C)=C(C(=O)OC(C)C)C1c1cccc(C#N)c1 (stereo not given)	84	97	97	101	100	106	84	104	85
20	CN1CCc2cc3c(c4c2C1(C)C(=O)c1ccccc1-4)OCO3 (stereo not given)	98	102	104	105	93	95	104	109	97
21	CC[N+](C)(C)N	80	110	114	95	101	104	121	109	95
22	CCOC(=O)c1ccc(N(C=O)CCC(=O)O)cc1	106	113	110	106	102	117	111	110	102
23	CCCc1ccncc1	93	100	113	105	116	124	102	99	108
24	O=C(CSc1nnc(-c2ccc(-c3nc4ccccc4[nH]3)cc2)o1)Nc1ccc(C(=O)/C=C/c2ccc(Cl)cc2)cc1	107	97	106	104	86	97	71	94	102
25	CCN(CC)CCOc1cccc(NC(=O)CN(CC)CC)c1	92	113	112	107	97	103	95	101	101
26	CC(C)OC(=O)CO	94	108	99	109	.	.	99	102	115
27	CCc1ccc(S(N)(=O)=O)cc1	84	100	98	103	108	93	99	99	99
28	COc1ccc(-c2nnc(COc3ccc(NC(=O)Nc4cc(C(F)(F)F)cc(C(F)(F)F)c4)cc3F)o2)cc1	17	19	-11*	14	0.3*	.	-1.8*	20	12
29	CCCCN(CCCC)C1CCCC(OC(=O)NC)C1 (stereo not given)	103	99	100	100	100	113	99	105	104
30	CSc1nc(NC=O)cc(=O)[nH]1	62	104	88	96	111	146	100	109	111
31	COC(=N)c1ncc(-c2ccc(C(F)(F)F)cc2)c(N[C@@H]2C[C@H]3CC[C@@H]2C3)n1	92	109	96	106	77	101	85	101	94
32	O=C1Nc2ccccc2C1=Nc1ccc(O)cc1	102	92	96	103	102	103	99	94	79
33	CCOC(=O)C(=Cc1c(-c2ccccc2)[nH]c2ccccc12)C(=O)OCC	48	61	51	106	53	-10*	74	88	.
34	NS(=O)(=O)c1ccc(Nc2nc(N3CCOCC3)c3ncccc3n2)cc1	71	85	90	104	98	95	.	92	89
35	CC(C)CS(=O)(=O)c1ncnc2nc[nH]c12	100	102	99	105	96	110	92	105	99
36	C[C@H]1[C@H](/C=C/c2ccccc2)[C@@H]1CCO	83	98	106	91	98	97	112	104	97
37	Cc1cc(NCCCCNc2ccnc3cc(Cl)ccc23)nc(Nc2ccc(C(=O)N3CCCC3)cc2)n1	-9.5*	16	81	30	-7.5*	3.7*	63	-69*	97
38	COc1ccc(/C=N/n2c(COc3ccccc3)nc3ccccc3c2=O)cc1OC	82	33	55	18	79	81	109	58	90
39	O=c1c2cc(F)ccc2sc2c(NCCN3CCCC3)nc3ccccc3c12	78	47	77	69	36	86	26	62	63
40	CN(C)C=Nc1ccc([N+](=O)[O-])c2ccccc12	91	90	103	.	99	83	88	106	93
41	O=C(CN1CCN(Cc2ccc([N+](=O)[O-])cc2)CC1)Nc1nc(-c2cc3ccccc3oc2=O)cs1	91	89	108	96	99	102	92	97	103
42	C[n+]1cccc(C(=O)NO)c1	82	96	93	.	103	100	77	88	97
43	Cc1nc2ccc([N+](=O)[O-])cc2[nH]1	95	101	100	107	102	102	116	101	.
44	O=C1/C(=C/c2ccccc2)CN(C(=O)CCN2CCC(=NO)CC2)C/C1=C\c1ccccc1	.	7.3*	1.6*	-19*	-53*	-10*	80	-30*	-6.2*
45	Cc1ccc2c(c1)sc(C)[n+]2CCO	99	.	108	.	98	99	.	104	97
46	COc1cccc(-c2nn(-c3ccccc3)cc2-c2ccnc(NCCCO)c2)c1	23	54	51	36	21	27	15	34	43
47	C=C1C(=O)O[C@H]2[C@H]1CC/C(CNS(=O)(=O)c1ccc3ccccc3c1)=C\CC[C@@]1(C)O[C@@H]21	38	51	-3.2*	72	49	71	58	10.0*	15
48	Cn1c(=O)[nH]c(=O)c2nc(CC(O)c3ccccc3)c(=O)[nH]c21 (stereo not given)	91	102	95	100	96	104	99	95	99
49	CC(C)c1nc2ccccc2n1CC(=O)NN	81	97	104	102	102	102	131	96	97
50	Nc1nc(N)c2nc3c(nc2n1)CCCCCCCCCC3	79	42	37	51	35	.	94	60	.

From compound 28 as far as 33, as listed above:
cpd	Molecule	SNB-75	SF-268	NCI-H23	SNB-19	U251	SF-295	A498	SF-539	CAKI-1
28	COc1ccc(-c2nnc(COc3ccc(NC(=O)Nc4cc(C(F)(F)F)cc(C(F)(F)F)c4)cc3F)o2)cc1	17	19	-11*	14	0.3*	.	-1.8*	20	12
29	CCCCN(CCCC)C1CCCC(OC(=O)NC)C1 (stereo not given)	103	99	100	100	100	113	99	105	104
30	CSc1nc(NC=O)cc(=O)[nH]1	62	104	88	96	111	146	100	109	111
31	COC(=N)c1ncc(-c2ccc(C(F)(F)F)cc2)c(N[C@@H]2C[C@H]3CC[C@@H]2C3)n1	92	109	96	106	77	101	85	101	94
32	O=C1Nc2ccccc2C1=Nc1ccc(O)cc1	102	92	96	103	102	103	99	94	79
33	CCOC(=O)C(=Cc1c(-c2ccccc2)[nH]c2ccccc12)C(=O)OCC	48	61	51	106	53	-10*	74	88	.

The list continues:
cpd	Molecule	SNB-75	SF-268	NCI-H23	SNB-19	U251	SF-295	A498	SF-539	CAKI-1
51	COc1c(O)cc2oc3cc(O[C@H]4OC[C@H](O)C(O)C4O)c(CC=C(C)C)c(O)c3c(=O)c2c1CC=C(C)C (stereo not given in full)	84	85	89	102	88	100	96	105	.
52	O=C(Nc1cccc(-n2ccc3c(NC(=O)c4ccccc4)ncnc32)c1)Nc1ccc(Cl)c(C(F)(F)F)c1	44	38	32	47	32	14	43	39	18
53	CN(C)CCN1C(=O)NC(c2ccccc2)(c2ccccc2)C1=O	94	110	111	106	100	102	65	108	97
54	COC(=O)[C@H](C)NC(=O)[C@@H]1CCCN1C(=O)CNC(=O)[C@H](C)N	78	97	105	99	103	100	93	106	88
55	S=C(NCCc1ccccc1)Nc1ccc(OCc2nc3ccccc3[nH]2)cc1	103	100	104	102	100	104	111	102	87
56	Cc1cc(=O)oc2cc(OCCCOc3ccc(/C=C/C(=O)Nc4ccc(F)c(Cl)c4)cc3)ccc12	52	67	68	78	78	92	89	83	58
57	CCCCCC1(C(OC)OC)NC(=O)NC1=O (stereo not given)	78	98	95	106	80	95	.	96	91
58	O=c1c2ccccc2nc2n1CCc1c-2[nH]c2c(Cl)c(Cl)ccc12	96	81	94	97	80	66	99	101	110
59	CC(=O)c1c(N)c(C#N)cn1-c1ccc(Cl)cc1Cl	90	107	.	102	98	116	112	100	97
60	CC(C)c1nc2ccccc2n1Cc1n[nH]c(=S)o1	80	92	94	104	99	105	66	111	94
61	Cc1ccc(NS(=O)(=O)Cc2ccccc2)cc1	88	94	92	96	89	82	82	97	76
62	COc1ccc(-c2nc(SCc3nc4ccccc4[nH]3)nc(NCCO)c2C#N)cc1	73	92	98	86	87	85	85	92	90
63	CC(=O)c1cc2c(cc1F)C(C)(C)CCC2(C)C	85	95	91	102	104	120	93	96	112
64	CC1NC(=S)NC(c2cccs2)=C1C(=O)/C=C/Nc1nccs1 (stereo not given)	92	102	92	94	95	88	121	101	98
65	O=c1onc(-c2ccccc2)c2ccccc12	109	113	104	104	99	101	83	122	99
66	CCN(CC)CCN1C(=O)c2c(c3c4ccccc4[nH]c3c3[nH]c4ccccc4c23)C1=O	80	87	86	80	88	85	68	89	88
67	O=C(O)c1cn(C2CC2)c2cc(N3CCN(Cn4nc(-c5ccccn5)n(-c5ccccc5)c4=S)CC3)c(F)cc2c1=O	86	98	100	97	93	101	.	100	93
68	COc1ccccc1/C=N\N=C\c1ccccc1OC	89	116	100	98	103	116	116	91	110
69	CCCCc1nc(Cl)c(C2CC(c3ccc(S(N)(=O)=O)cc3)=NN2c2cc(Cl)cc(Cl)c2)[nH]1 (stereo not given)	62	49	52	36	23	50	82	91	40
70	CCOC(=O)CC(=O)c1ccc(OC)cc1	94	100	98	99	94	.	118	98	99
71	Cc1nn(-c2ccccc2)c2nc3nc(-c4ccncc4)nc(N)c3c(-c3ccc(Cl)cc3)c12	30	102	92	101	.	93	95	82	81
72	Nc1c(C(=O)Nc2ccccc2)sc2nc3c(cc12)C(=O)CCC3	12	53	39	36	26	-12*	37	0.8*	55
73	Cc1ccccc1-n1nnc(C(=O)Nc2ccc(-c3ccccc3)cn2)c1C	84[50 µM]	69[50 µM]	38[50 µM]	63[50 µM]	65[50 µM]	39[50 µM]	61[50 µM]	72[50 µM]	31[50 µM]
